NOD1 NF-kB reporter = inhibition of NOD1-driven NF-kB reporter – cell-based, luminescence, uHTS, primary screen (AID 1578) | NOD1-driven NF-kB luciferase reporter cells, luminescence; higher % means a stronger effect | inhibition, % at 4 µM; hits with a dose series show EC50 in µM | 290,000 compounds, 1% hits; in the data active = inhibition mostly above about 36%, no sharp cut-off; inactive = mostly below about 34%;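 note: HEK-293T reporter cells stimulated with the NOD1 agonist gamma-tri-DAP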
GPR55 beta-arrestin = GPR55 agonists via beta-arrestin recruitment, primary screen, imaging, U2OS cells, beta-arrestin-GFP redistribution (AID 1961); U2OS GPR55 beta-arrestin-GFP redistribution imaging; higher % means a stronger effect; one-dose activation, % at 10 µM; EC50 in µM for titrated hits; 290,000 compounds, 0.048% hits;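 active = activation above 40% with more than 50 cells counted in the well; inconclusive = wells holding fewer than 50 cells, flagged as toxic or sparse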;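 note: U2OS osteosarcoma cells stably expressing GPR55 and beta-arrestin-GFP; plate controls were DMSO negative control for no effect and LPI positive control for full effect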
NS5 inhibitors = flavivirus cap methylation enzyme inhibition – biochemical, confirmation dose response, primary screen (AID 588689); Dengue-2 NS5 methyltransferase capping enzyme assay, biochemical; higher % means a stronger effect; one-dose inhibition, % at 25 µM; IC50 in µM for titrated hits; 340,000 compounds, 0.3% hits; in the data active = a potency from the dose series; inconclusive = inhibition above about 29% without an active follow-up result
HIV peptide binding = inhibitors of HIV fusion peptide binding, primary screen, biochemical, uHTS, fluorescence dequenching (AID 1986); cell-free peptide binding, fluorescence dequenching, 30 min; higher % means a stronger effect; inhibition, % at 20 µM; hits with a dose series show IC50 in µM; 290,000 compounds, 0.3% hits; in the data active = inhibition mostly above about 52%, no sharp cut-off; inactive = mostly below about 76%; note: some results filed as inactive read as strong as hits
West Nile virus CPE = inhibition of WNV-induced cytopathic effect – cell-based, CPE readout (AID 1621); West Nile virus-infected cells, CPE inhibition; higher % means a stronger effect; one-dose CPE inhibition, % at 10 µM; IC50 in µM for titrated hits; 290,000 compounds, 0.02% hits; in the data active = a potency from the dose series; inconclusive = CPE inhibition mostly from about 3.7% at the one dose, without a potency; inactive = the rest, 99 in 100 with CPE inhibition below about 2.2%; note: strong numbers were not always called active
KOR beta-arrestin-1 = kappa opioid receptor activators – cell-based, luminescence, uHTS, primary screen (AID 1777); KOR beta-arrestin recruitment, luminescence; higher % means a stronger effect; activation, % at 10 µM; hits with a dose series show EC50 in µM; 280,000 compounds, 0.02% hits; in the data active = activation above about 50%, passing the limit was not always enough; note: a part of the inactive calls stands beside numbers as strong as those of hits
GPR35 antagonists = inhibition of zaprinast-stimulated GPR35 beta-arrestin translocation – imaging, U2OS, beta-arrestin-GFP, zaprinast agonist, primary screen (AID 2058). U2OS GPR35 beta-arrestin-GFP translocation imaging, zaprinast antagonism; higher % means a stronger effect. inhibition, % at 10 µM, or IC50 in µM where a hit was titrated. 290,000 compounds, 0.052% hits;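 active = inhibition of at least 50% with at least 30 cells and total cytoplasm GFP at most 10,000,000; inconclusive = under 30 cells or total GFP of 10,000,000 plus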
KOR beta-arrestin-2 = kappa opioid receptor blockers – cell-based, luminescence, uHTS (AID 1778); KOR beta-arrestin recruitment, luminescence, antagonist mode; higher % means a stronger effect; inhibition, % at 10 µM; hits with a dose series show IC50 in µM; 290,000 compounds, 0.091% hits; in the data active = inhibition above about 50%; note: strong numbers were not always called active
GPR55 antagonists = GPR55 antagonists blocking LPI-driven arrestin recruitment, primary screen, imaging, U2OS, beta-arrestin-GFP, LPI agonist (AID 2013) | U2OS GPR55 beta-arrestin-GFP translocation imaging, LPI antagonism; higher % means a stronger effect | inhibition, % at 10 µM, or IC50 in µM where a hit was titrated | 290,000 compounds, 0.13% hits;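 active = spots per cell inhibited over 60%, with over 100 cells counted and total cytoplasm intensity under 500,000; inconclusive = wells with under 100 cells, flagged as likely toxic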;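 note: U2OS cells stably carrying GPR55 and arrestin-GFP stimulated by 5 µM LPI near EC80; imaged beta-arrestin-GFP aggregate spots per cell after agonist stimulation; plate controls were LPI-stimulated DMSO wells for no effect and DMSO wells without LPI for full effect; some results filed as inactive read as strong as hits; confirmed hits need IC50 under 10 µM and bright autofluorescent wells are also inconclusive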
* marks the source's active call; other numbers are inactive results; u = inconclusive; x = no result given; & = joins results of further samples; [ ] = remark or other dose.

Results follow in this order: NOD1 NF-kB reporter, GPR55 beta-arrestin, NS5 inhibitors, HIV peptide binding, West Nile virus CPE, KOR beta-arrestin-1, GPR35 antagonists, KOR beta-arrestin-2, GPR55 antagonists
- Cc1cccc(Oc2cc(NC(=O)Cn3cnc([N+](=O)[O-])n3)cc([N+](=O)[O-])c2)c1
→ -17%, 1.0%, -1%, -1.7%, u, 6.8%, -15%, 30%, 14%
- CCC1(C)NC(C(=O)O)Cc2c1[nH]c1ccccc21 (stereo unspecified)
→ -9%, 0.2%, x, -1.5%, 0.0%, 4.9%, 6%, -31%[20 µM], -1%
- CCc1ccc(NC(=S)N(Cc2ccc(Cl)cc2)Cc2ccc(C(=O)O)cc2)cc1
→ 2%, 0.6%, -2%, 40%, 0.8%, 3.4%, -12%, -27%, 2%
- CCN(CC)c1c([N+](=O)[O-])ncn1C
→ -11%, -0.1%, -3%, -0.2%, 0.1%, 1.8%, 1%, -9%, -2%
- Fc1cccc(COc2ccccc2C(=S)N2CCCC2)c1
→ -29%, 0.0%, -5%, 0.2%, -1.1%, -5.2%, 0%, 10%, 10%
- CC(C)OP(=O)(OC(C)C)C(C)NC(=O)Cc1ccccc1 (stereo unspecified)
→ -41%, 0.0%, -17%, 0.5%, 0.3%, -1.9%, 8%, -14%, 5%
- Cc1cccc(C)c1NC(=S)N(CCCN1CCN(C)CC1)Cc1cccs1
→ -22%, 0.1%, -7%, 2.9%, -0.5%, -5.9%, -6%, 13%, 14%
- CN(Cc1ccccc1)c1ccc(C(CC(N)=O)NC(=O)Cc2ccc(Br)cc2)cc1[N+](=O)[O-] (stereo unspecified)
→ 3%, -0.1%, -5%, -2.6%, 0.2%, -0.4%, 5%, 27%, -3%
- Cc1ccc(Cn2nnc3c(=O)[nH]c(C4CCCN(C(=O)Nc5ccc(F)cc5)C4)nc32)cc1 (stereo unspecified)
→ -34%, -0.2%, -3%, 2.3%, -0.2%, -0.4%, -13%, -6%, 11%
- CCC(=O)N1c2ccc(S(=O)(=O)N3CCN(CC)CC3)cc2CC1C (stereo unspecified)
→ -15%, -0.1%, 5%, 1.0%, -0.3%, 1.1%, 1%, -7%, 2%
- O=c1[nH]c2ccccc2cc1CN(c1ccccc1)S(=O)(=O)c1ccccc1
→ -11%, 0.3%, -4%, 0.0%, -0.5%, 2.0%, 13%, 3%, 12%
- CCOC(=O)C1=C(N)OC2=C(C(=O)CC(C)(C)C2)C1C1CCCCC1 (stereo unspecified)
→ 14%, 0.0%, -4%, -2.0%, 0.1%, -3.0%, -5%, -34%, 18%
- COc1ccccc1CNS(=O)(=O)c1ccc2c(c1)NC(=O)CO2
→ -15%, -0.1%, 0%, -0.3%, -0.1%, -5.7%, 2%, -5%, 1%
- C=COCCNC(=S)N1CCOCCOCCN(C(=S)NCCOC=C)CCOCC1
→ -40%, 0.2%, -8%, -0.4%, -1.3%, -2.8%, 4%, -16%, 6%
- O=Cc1ccc(-c2cccc(C(=O)O)c2)o1
→ -52%, 0.6%, 1%, 2.4%, 0.6%, 1.6%, -12%, -17%, 3%

Eight entries already listed, sorted by formula weight, largest number first.
Results follow in this order: NOD1 NF-kB reporter, GPR55 beta-arrestin, NS5 inhibitors, HIV peptide binding, West Nile virus CPE, KOR beta-arrestin-1, GPR35 antagonists, KOR beta-arrestin-2, GPR55 antagonists
- Cc1ccc(Cn2nnc3c(=O)[nH]c(C4CCCN(C(=O)Nc5ccc(F)cc5)C4)nc32)cc1 (stereo unspecified)
→ -34%, -0.2%, -3%, 2.3%, -0.2%, -0.4%, -13%, -6%, 11%
- CCc1ccc(NC(=S)N(Cc2ccc(Cl)cc2)Cc2ccc(C(=O)O)cc2)cc1
→ 2%, 0.6%, -2%, 40%, 0.8%, 3.4%, -12%, -27%, 2%
- Cc1cccc(C)c1NC(=S)N(CCCN1CCN(C)CC1)Cc1cccs1
→ -22%, 0.1%, -7%, 2.9%, -0.5%, -5.9%, -6%, 13%, 14%
- CCC(=O)N1c2ccc(S(=O)(=O)N3CCN(CC)CC3)cc2CC1C (stereo unspecified)
→ -15%, -0.1%, 5%, 1.0%, -0.3%, 1.1%, 1%, -7%, 2%
- COc1ccccc1CNS(=O)(=O)c1ccc2c(c1)NC(=O)CO2
→ -15%, -0.1%, 0%, -0.3%, -0.1%, -5.7%, 2%, -5%, 1%
- Fc1cccc(COc2ccccc2C(=S)N2CCCC2)c1
→ -29%, 0.0%, -5%, 0.2%, -1.1%, -5.2%, 0%, 10%, 10%
- CCC1(C)NC(C(=O)O)Cc2c1[nH]c1ccccc21 (stereo unspecified)
→ -9%, 0.2%, x, -1.5%, 0.0%, 4.9%, 6%, -31%[20 µM], -1%
- CCN(CC)c1c([N+](=O)[O-])ncn1C
→ -11%, -0.1%, -3%, -0.2%, 0.1%, 1.8%, 1%, -9%, -2%

The list continues.
Results follow in this order: NOD1 NF-kB reporter, GPR55 beta-arrestin, NS5 inhibitors, HIV peptide binding, West Nile virus CPE, KOR beta-arrestin-1, GPR35 antagonists, KOR beta-arrestin-2, GPR55 antagonists
- CCc1nnc(NC(=O)COc2ccccc2[N+](=O)[O-])s1
→ -7%, -0.1%, -8%, -1.7%, -0.2%, -2.5%, 6%, 21%, 12%
- CCCCn1c(N)c(N(CC(C)C)C(=O)CN(C)Cc2cccc(OC)c2)c(=O)[nH]c1=O
→ 1%, -0.1%, -7%, -0.3%, 0.2%, 2.8%, 13%, -1%, 5%
- O=C(NC1CCC(C(=O)O)CC1)OCc1ccccc1 (stereo unspecified)
→ -16%&-20%, -0.2%&-0.1%, -3%&5%&1%, 1.5%&2.8%, -0.1%&0.1%, 8.3%&-4.2%, 1%&-12%, 7%&24%, -12%&10%
- O=C(NCC1CCCO1)c1ccc(CS(=O)(=O)c2c(Cl)cccc2Cl)o1 (stereo unspecified)
→ -7%, -0.1%, -1%, 12%, -0.1%, -3.3%, -4%, 15%, -4%
- CC(c1ccco1)N(C(=O)c1ccccc1NS(=O)(=O)c1ccc(Cl)c([N+](=O)[O-])c1)c1ccccn1 (stereo unspecified)
→ 9%, 0.0%, 5%, 22%, -1.2%, 4.4%, 11%, -26%, 5%
- Cc1nn(CC(=O)NCCc2ccccc2)c(=O)c2cccn12
→ -9%, -0.3%, -5%, -0.2%, 0.4%, 4.6%, -6%, -6%, 4%
- CCOc1ccc(C(=O)Nc2cccc(-c3nc4ccccc4[nH]3)c2C)cc1[N+](=O)[O-]
→ -35%, -0.3%, 0%, 2.3%, 0.0%, -0.4%, 1%, 19%, 9%
- CCc1ccc(NC(=O)c2cc(-c3cccs3)on2)cc1
→ -54%, -0.3%, 8%, 3.6%, -0.5%, 1.4%, 10%, -8%, 15%
- CC(C)c1nc(N2CCOCC2)c(C#N)c2c1CCCC2
→ 1%, 0.1%, -6%, -1.0%, 0.5%, -2.6%, 12%, 5%, 2%
- COCCNC(=O)CCn1nc(-c2ccc(Cl)cc2)ccc1=O
→ 18%, -0.1%, -5%, -2.4%, 0.7%, -0.1%, 0%, -24%, 11%
- O=C(O)c1ccc(NC(=O)c2ccccc2NC(=O)c2cccc(F)c2)cc1
→ -20%, 0.1%, -10%, 4.3%, 0.2%, 1.1%, 6%, -14%[20 µM], -16%
- CCOC(=O)C1CCCN(C(=O)c2ccc(CS(=O)(=O)Cc3ccccc3C)o2)C1 (stereo unspecified)
→ -10%, -0.1%, -8%, 0.4%, x, 0.1%, -4%, -18%, 12%
- O=C(CCC(=O)OCc1ccc([N+](=O)[O-])cc1Cl)Nc1ccccc1
→ -6%, 0.0%, 5%, -0.1%, -0.1%, 8.5%, 2%, 2%, 2%
- CCc1ccc(OCC(=O)Nc2ccc(S(=O)(=O)N3CCCC3)cc2)c(Br)c1
→ -56%, 0.0%, 2%, -0.4%, -0.1%, -0.8%, -1%, 5%, -18%
- COc1cc(/C=N/n2c(-c3ccccc3)n[nH]c2=S)cc(OC)c1O
→ -8%, -0.1%, 13%, -0.1%, 0.3%, -0.7%, -5%, 19%, 14%
- CC(=O)Nc1ccc(NC(=O)CSc2nnc(-c3ccccc3)n2Cc2ccc3c(c2)OCO3)cc1
→ 12%, -0.1%, -2%, -2.5%, -0.4%, 12%, -5%, 14%, 18%
- O=C(Nc1nccs1)c1cccc(S(=O)(=O)N2CCCCC2)c1
→ 3%, -0.1%, 6%, 0.8%, 0.2%, -2.8%, 6%, 30%, -8%
- C[C@H](NC(=O)c1ccccc1Cl)C(=O)NCCc1ccc(S(N)(=O)=O)cc1
→ -23%, -0.1%, 1%, 0.0%, 0.0%, -2.8%, -14%, -9%, -11%
- Cc1cc(C)nc(NC(=O)/C=C/c2ccc(Cl)cc2)n1
→ -8%, 0.3%, 5%, -1.3%, 0.1%, 1.3%, 15%, -10%, 7%
- Cc1cccc(CC(=O)N2CCN=C2SCc2ccc([N+](=O)[O-])cc2)c1
→ 1%, 0.1%, -4%, 0.9%, -0.6%, 0.8%, -2%, 34%, 5%
- Cc1ccc(S(=O)(=O)N(C)CC(=O)N2CCN(c3ccccn3)CC2)cc1
→ -21%, 0.0%, -4%, 0.5%, -0.6%, -5.4%, -8%, 10%, 13%
- CCN(CC)C(=O)C[n+]1cccc(C(N)=O)c1
→ -10%, -0.1%, 1%, 1.6%, -0.2%, 0.9%, 5%, -15%, 16%
- CC(=O)N1c2c(cc(Br)cc2S(=O)(=O)N2CCCCC2)CC1C (stereo unspecified)
→ 5%, 0.1%, -2%, 2.0%, 1.4%, 2.2%, 0%, -9%, 4%
- CC(=O)c1ccc(N2CCCC2)c(F)c1
→ -28%, 0.0%, x, -0.9%, -0.1%, -5.4%, 12%, 1%, 41%
- CCc1cccc(NC(=O)CCC(=O)N2CCSc3ccccc32)c1
→ -12%, -0.3%, -8%, -0.1%, -0.7%, -2.7%, 17%, 20%[20 µM], -4%
- O=c1[nH]nc(Cc2ccccn2)c2ccccc12
→ -17%, -0.2%, -10%, 2.1%, -0.3%, 2.3%, 8%, 13%, 1%
- CC(=O)Oc1cc2oc(=O)cc(C)c2cc1Cl
→ 9%, 0.4%, -8%, -0.8%, 0.1%, -1.0%, 13%, 8%, 5%
- Cc1nc2ccc(N3C(=O)CCC3=O)cc2[nH]1
→ -20%, 0.9%, -1%, 0.4%, -0.1%, 1.8%, 5%, 18%, -6%
- COC(=O)c1c(NC(=O)CN2CCN(c3ccccc3OC)CC2)c2cc(C)ccc2n1C
→ -19%, -0.2%, -6%, -3.9%, -0.3%, -4.5%, 8%, 6%, 0%

The list is partial; rates above refer to the full screens.
